# Mdm2-MdmX inh – inhibitors of human Mdm2-MdmX association, primary screen, cell-based, luminescence, split luciferase, SaOS-2, uHTS; inhibition, % at 8 µM; Protein Mdm4 (Homo sapiens) + E3 ubiquitin-protein ligase Mdm2 (Homo sapiens), …; AID 485346, 2010; actives 3% (n = 330,000); SaOS-2 split-luciferase Mdm2/MdmX complementation;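 active = inhibition of at least 50% at 8 µM in the primary screen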
# Target sequence (O15151 whole entry, looked up): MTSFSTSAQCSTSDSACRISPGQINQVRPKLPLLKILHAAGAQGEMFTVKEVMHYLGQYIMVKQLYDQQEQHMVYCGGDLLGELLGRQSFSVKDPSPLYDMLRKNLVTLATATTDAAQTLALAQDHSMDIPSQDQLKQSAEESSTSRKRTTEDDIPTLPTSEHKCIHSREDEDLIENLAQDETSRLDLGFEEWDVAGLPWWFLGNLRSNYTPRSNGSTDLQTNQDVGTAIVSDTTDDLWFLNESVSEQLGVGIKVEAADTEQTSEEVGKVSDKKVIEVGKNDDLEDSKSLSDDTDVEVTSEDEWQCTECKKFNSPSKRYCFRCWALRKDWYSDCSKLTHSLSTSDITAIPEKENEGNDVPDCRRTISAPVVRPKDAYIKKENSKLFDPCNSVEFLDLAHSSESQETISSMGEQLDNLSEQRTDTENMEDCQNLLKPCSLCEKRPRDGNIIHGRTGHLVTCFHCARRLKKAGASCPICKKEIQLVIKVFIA
# Target sequence (Q00987 whole entry, looked up): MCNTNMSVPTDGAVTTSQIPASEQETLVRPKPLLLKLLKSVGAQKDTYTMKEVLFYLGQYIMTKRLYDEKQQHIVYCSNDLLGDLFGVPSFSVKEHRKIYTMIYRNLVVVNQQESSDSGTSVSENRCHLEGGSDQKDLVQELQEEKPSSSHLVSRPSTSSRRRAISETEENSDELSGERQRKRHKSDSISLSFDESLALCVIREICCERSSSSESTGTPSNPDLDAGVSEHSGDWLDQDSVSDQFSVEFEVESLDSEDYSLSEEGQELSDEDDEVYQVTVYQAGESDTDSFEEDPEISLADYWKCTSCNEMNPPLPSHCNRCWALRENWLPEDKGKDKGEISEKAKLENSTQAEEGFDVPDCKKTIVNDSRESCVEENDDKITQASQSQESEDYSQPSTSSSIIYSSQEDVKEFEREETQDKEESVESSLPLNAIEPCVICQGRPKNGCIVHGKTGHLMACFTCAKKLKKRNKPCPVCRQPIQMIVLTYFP
# tim10-1 inh – growth inhibitors of tim10-1 mutant yeast, primary screen, luminescence, uHTS | AID 463190, 2010 | actives 2.2% (n = 330,000) | S. cerevisiae tim10-1 ts strain growth, BacTiter-Glo, 24 h | inhibition, % at 20 µM;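 active = inhibition of at least 40%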;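 note: mutant grown at 25 °C; 0% = DMSO wells with yeast and 100% = wells holding no yeast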
# 697 NFkB inh – inhibitors of PMA/ionomycin-induced NF-kB reporter, 697 cells, primary screen, B-cell NF-kB inhibitor project, cell-based, luminescence, uHTS | 697 B-cell NF-kB luciferase reporter, 16 h | inhibition, % at 4 µM | actives 0.33% (n = 330,000); in the data active = inhibition above about 35%
# TIM10 inh – growth inhibitors of isogenic TIM10 control yeast, primary screen, counter-screen for tim10-1 yeast inhibitor project, luminescence, uHTS; S. cerevisiae TIM10 strain growth, BacTiter-Glo luminescence, 24 h; inhibition, % at 10 µM; actives 1.4% (n = 330,000); AID 463195, 2010;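 active = inhibition of 40% or more at the single tested concentration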;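 note: wild-type TIM10 isogenic control strain grown at permissive 25 °C; 0% = DMSO yeast wells and 100% = minimal medium wells without yeast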
# Jurkat NFkB inh – inhibitors of induced NF-kB luciferase reporter, primary screen, TCR NF-kB activation inhibitor project, cell-based, luminescence, uHTS; Jurkat, PMA/ionomycin-induced NF-kB luciferase reporter; inhibition, % at 4 µM; actives 0.53% (n = 330,000); in the data active = inhibition above about 50%
# UPR XBP1 act – activators of adaptive XBP1 UPR arm, primary screen, cell-based, CHO-XBP1 luciferase reporter, luminescence, uHTS. IRE1-XBP1 UPR activation; percent of tunicamycin response, DMSO as zero. actives 0.33% (n = 330,000). activation, % at 20 µM;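 active = versus positive control, 20 µM dose yields 30% or more activation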;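 note: 100% = tunicamycin at 10 µg/mL and 0% = DMSO only wells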
#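 incubation = overnight seeding at 37 °C, 6 h compound treatment at 37 °C | assay system = CHO-XBP1 cells stably carrying IRE1-XBP1-driven luciferase reporter | input = 1000 cells per well | detection = luciferase luminescence | dosing = single point, 20 µM final compound, 1% DMSO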
# tim23-1 inh – growth inhibitors of tim23-1 mutant yeast, primary screen, luminescence, uHTS. inhibition, % at 20 µM. S. cerevisiae tim23-1 growth, BacTiter-Glo luminescence, 24 h. actives 1.3% (n = 330,000);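 active = growth inhibition of the mutant yeast at or above 50%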;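 note: temperature-sensitive mutant grown at 25 °C; plate controls were DMSO-treated mutant yeast for no effect and medium wells lacking yeast for full effect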
# CHOP UPR activ – activators of apoptotic CHOP UPR arm, primary screen, cell-based, CHO-CHOP luciferase reporter, luminescence, uHTS; activation, % at 10 µM; UPR activation; percent of tunicamycin response over DMSO baseline; AID 449763, 2010; actives 0.34% (n = 330,000);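 active = at 10 µM dose, activation of 40% or more, normalized to positive control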;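 note: 100% = tunicamycin at 10 µg/mL and 0% = DMSO alone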
#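 Assay system: CHO-CHOP cells, stable luciferase reporter of PERK-eIF2a-CHOP signalling / Buffer or medium: F12 plus 10% serum / Compound dosing: one dose, 10 µM in 0.5% DMSO / Times: 6 h compound treatment, 37 °C / Technique: luciferase luminescence / Read-out: % reporter activation, DMSO baseline versus tunicamycin full activation / Benchmarks: tunicamycin and DMSO controls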
# Numbers without * were called inactive.
SMILES	Mdm2-MdmX inh	tim10-1 inh	697 NFkB inh	TIM10 inh	Jurkat NFkB inh	UPR XBP1 act	tim23-1 inh	CHOP UPR activ
CCOc1ccc(NC(=O)CSc2nnc(Cn3cnc([N+](=O)[O-])n3)n2CC)cc1	9.9	-3.4	-1.6	4.8	1.8	0.2	2.7	-0.7
COc1ccc(N2CC(C(=O)Nc3ccccc3N3CCCC3)CC2=O)c(OC)c1 (stereo not drawn)	48.5	-6.1	-7.9	-10.3	57.9*	1.1	3.2	0.6
O=C(COC(=O)C1CC2C=CC1C2)NCc1ccco1 (stereo not drawn)	14.7	-11.2	12.0	0.2	-1.9	-3.3	-3.9	-3.6
NC(=O)c1sc2nc3c(cc2c1N)CCC3	21.8	-2.1	-20.2	-15.5	-25.5	0.0	20.7	0.4
COc1ccc(-c2sc3ccc(N4CCOCC4)cc3c2C#CCCO)cc1	46.6	1.1	-27.2	14.1	10.8	2.5	40.8	0.6
O=[N+]([O-])c1ccc(Cl)cc1Sc1nc2ccccc2o1	53.8*	12.9	22.0	19.9	2.0	4.3	24.3	0.3
O=C(CSc1nnc(-c2ccccc2)n1Cc1ccccc1)NC1CC1	10.9	20.7	13.2	21.4	-1.1	-3.0	13.0	0.2
Cc1c(C(=O)OCC(=O)NC(C)c2ccccc2)oc2ccccc12 (stereo not drawn)	11.6	8.0	13.1	4.9	-13.5	-3.0	-4.9	1.1
O=C(CSc1ncn[nH]1)c1ccc(OC(F)F)cc1	-16.7	12.7	20.6	6.2	-3.3	-1.7	16.4	3.0
Cc1ccc(/C=N/n2nnnc2N)cc1[N+](=O)[O-]	4.3	16.5	-22.7	12.9	-5.7	0.2	-3.4	-1.0
CCOC(=O)C1CCN(C2=NC(=O)/C(=C/c3ccc(OC)c(OC)c3)S2)CC1	14.7	30.8	-7.3	10.4	-28.5	8.7	20.2	1.7
Cc1[nH]n(-c2ccccc2)c(=O)c1N=Nc1ccc(C(=O)O)cc1	3.0	0.0	-18.6	-2.4	-2.4	20.2	34.6	2.6
Cc1ccccc1NC(=O)COc1ccc2c(c1)OC(C)(C)CC2=O	-6.6	-5.5	15.2	-4.1	-14.4	0.7	3.2	4.1
CCOc1ccc(OCC(=O)Nc2c3c(nn2C(C)(C)C)CS(=O)(=O)C3)cc1	21.3	7.2	2.8	4.4	0.4	-0.7	11.1	-1.6
Cc1cccc2cc(CN(Cc3cccnc3)C(=O)c3ccccc3F)c(Cl)nc12	-19.3	4.8	-5.4	4.5	14.1	-3.5	18.0	-0.1
Cc1cc(NC(=O)c2cccnc2)ccc1NC(=O)c1ccco1	20.5	-14.3	3.9	5.3	-8.9	3.1	3.0	-1.2
CC(CCc1ccccc1)NS(=O)(=O)c1ccccc1F (stereo not drawn)	4.8	-2.7	4.6	-13.8	-2.3	1.9	22.0	-1.5
Cc1cc(C)cc(C(=O)N2CCC(CCC(=O)NC3CC3)CC2)c1	10.7	-19.6	-13.9	-5.1	-9.4	-1.7	3.6	0.8
CC(C)(C)NC(=O)CSc1nnc(-c2ccncc2)o1	-15.3	-12.1	2.8	-9.8	-2.2	0.1	-6.9	0.1
NS(=O)(=O)c1ccc(NC(=O)Nc2ccc3c(c2)OCO3)cc1	-52.4	-8.6	-13.2	1.5	-46.2	-5.1	-6.4	3.3
Cc1ccc(S(=O)(=O)Nc2ncnc3sccc23)cc1C	9.7	9.8	18.2	7.1	6.2	-2.6	13.3	1.3
CNCCCCOc1ccccc1Cc1ccccc1	13.1	14.4	-5.5	15.8	0.0	-3.1	9.1	2.2
Cc1noc(C)c1C(=O)OCC(=O)Nc1ccc(C(N)=O)cc1	-13.2	7.3	4.4	-12.9	5.0	-0.6	3.1	-0.1
COC(=O)Cc1[nH]nc2c1C(c1ccc(O)c(OC)c1)C(C#N)=C(N)O2 (stereo not drawn)	11.6	16.2	-54.0	28.2	12.6	-3.9	25.1	0.4
CCOc1ccc(OCc2cccc(C(=O)N3CCCCCC3)c2)cc1	-13.5	26.7	-26.7	34.7	26.1	-6.2	29.8	-9.2
O=C(O)C1CSC(c2ccco2)N1 (stereo not drawn)	24.4	-6.3	12.9	-0.1	12.1	1.5	17.1	1.3
COc1ccc(NS(=O)(=O)c2ccc3oc(SCc4ccc(F)cc4)nc3c2)cc1	22.4	-1.2	-9.7	12.9	16.5	0.1	1.8	-1.0
Cc1ccc(N(CC(=O)Nc2ccc(Br)c(C)c2)S(=O)(=O)c2c(C)[nH]c(=O)[nH]c2=O)cc1	13.4	4.2	9.5	2.8	-6.4	-5.2	4.3	0.4
CCc1nnc(NS(=O)(=O)c2ccc(NCc3ccccc3O)cc2)s1	28.2	0.9	12.5	-10.6	-3.0	-0.5	-3.2	-0.5
CCC1(c2ccccc2)NC(=O)N(CC(=O)NC2CCCC2)C1=O (stereo not drawn)	4.6	-5.9	-29.4	8.9	-11.5	-1.5	-5.5	-0.2
O=C(CN1CCN(C/C=C/c2ccccc2)CC1)NC(=O)NC1CCCCC1	-20.7	5.3	5.9	9.2	-0.7	-1.0	13.1	1.8
CN(CC(=O)N1CCN(c2ccc(F)cc2)CC1)S(=O)(=O)c1ccc2c(c1)c(=O)n(C)c(=O)n2C	5.9	10.7	-8.3	0.9	-1.1	-3.6	13.7	0.0
O=C(CCC(=O)NNC(=O)COc1ccc(Br)cc1Br)NCc1ccccc1	11.2	9.5	6.9	9.8	-5.1	-0.9	-2.0	0.4
CC(C)Oc1cc(NC(=O)CSCC(=O)Nc2cccc(C(F)(F)F)c2)c(Cl)cc1Cl	7.5	23.5	-11.4	-3.4	-1.5	-4.3	22.5	-0.8
CC(C)c1ccccc1NC(=S)NCc1ccccc1F	3.7	36.7	-1.9	29.4	5.4	3.1	-5.5	-2.5
CCNC(=O)CC1C(=O)N(c2ccc(F)cc2)C(=O)N1Cc1ccccn1 (stereo not drawn)	10.7	1.0	-1.4	-7.6	6.6	-1.3	4.7	0.0
C=CCNC1=C(Cl)C(=O)N(c2ccccc2Cl)C1=O	-35.6	15.6	-52.5	0.1	-20.8	2.8	29.8	-1.3
O=C(CSc1nnc(-c2ccccc2F)n1C1CC1)NC(=O)c1cccc([N+](=O)[O-])c1	-11.5	-9.6	14.8	-10.0	8.8	-3.6	-3.9	-0.4
CC(=O)N1CCN(S(=O)(=O)c2cccc(C(=O)Nc3ccccc3N3CCOCC3)c2)CC1	18.9	4.8	7.2	13.3	9.2	1.8	10.7	1.3
N#Cc1ccc(COC(=O)CC(NC(N)=O)c2ccc(Cl)cc2)cc1 (stereo not drawn)	12.9	8.7	1.5	-1.5	-3.5	1.1	21.0	0.7
O=C(Nc1cccc(Cl)c1)NC1CCCCC1	-10.4	41.4*	-14.5	49.5*	-56.0	3.8	36.2	0.8
Cc1cc(C)c(OCC(=O)OCC(=O)N2c3ccccc3CC2C)c(C)c1 (stereo not drawn)	-0.2	13.9	11.4	5.3	12.9	-2.8	27.3	-0.4
O=[N+]([O-])c1ccc(-c2nc3ccc([N+](=O)[O-])cc3[nH]2)cc1	12.9	6.8	-191.9	16.2	-85.1	3.6	-8.1	2.9
O=C(CN1C(=O)C2CCCCC2C1=O)NC1CCCc2ccccc21 (stereo not drawn)	8.6	-6.0	-3.2	-13.7	-2.4	1.2	-6.5	0.3
O=C1C(Cl)=C(N2CCOCC2)C(=O)N1c1cccc(Cl)c1	-2.2	21.9	15.3	12.2	14.4	-1.8	18.0	-3.1
CC(C)(C)NC(=O)CSc1nc(-c2ccccc2)c(-c2ccccc2)[nH]1	17.4	36.5	-14.4	23.8	-6.1	2.1	28.0	0.3
Cc1ccc(NC(=O)/C(=C\C=C\c2ccccc2)NC(=O)c2ccccc2)cc1	-26.1	-2.3	-3.7	3.8	-10.1	-7.4	-2.4	1.3
CCc1ccc(NC(=O)Cn2c(=O)n(CCCC(=O)NCc3ccco3)c(=O)c3ccccc32)cc1	17.3	-22.4	-8.9	-18.4	-0.6	-1.6	-11.4	1.4
CCOc1ccc(CC(=O)NCc2cn3c(C)csc3n2)cc1	-14.5	-2.8	-12.9	-8.3	3.8	2.9	3.4	2.4
COc1ccc(C(O)P(=O)(OCCC(C)C)c2ccc(N(C)C)cc2)cc1OC (stereo not drawn)	3.3	10.7	2.8	12.1	5.3	-1.6	20.1	-1.1
O=C(CSc1ccccc1F)NCC1(N2CCCCC2)CCCCC1	-4.2	16.4	11.2	-2.6	-1.0	2.5	11.1	1.1
CCC1(c2ccccc2)NC(=O)N(CC(=O)Nc2cc(S(=O)(=O)N3CCCCC3)ccc2N(C)C)C1=O (stereo not drawn)	15.8	3.5	5.7	3.2	3.8	-1.5	7.9	0.2
Cc1csc(NC(=O)CSc2nc3ccccc3s2)n1	2.1	17.8	-3.3	28.4	5.1	-0.4	17.6	0.3
CCc1ccc(NC(=O)Cn2cnc3c(=O)n(C)c(=O)n(C)c32)cc1	-12.2	-2.7	9.3	-6.3	2.0	0.5	14.7	1.1
CCOC(=O)COc1c(OC)cc(Cl)cc1C1Nc2ccccc2C(=O)N1c1cccc(C)c1 (stereo not drawn)	4.5	32.6	-20.5	24.4	-21.0	-2.1	37.1	-0.8
CCc1nnc(NC(=O)c2cc(-c3ccccc3)nn2-c2ccccc2)s1	-33.0	23.7	-90.8	14.6	8.0	0.9	8.3	-1.1
COc1ccccc1NC(=O)CCc1nc2sc3c(c2c(=O)[nH]1)CCCC3	22.9	-3.7	8.7	3.7	8.3	2.5	-4.5	0.9
CC(Oc1ccc(Cl)cc1)C(=O)Nc1ccc(S(=O)(=O)N2CCOCC2)cc1 (stereo not drawn)	12.2	1.8	-2.6	14.3	9.2	-4.4	17.6	0.4
CCOc1cccc(-c2cc(C(=O)N/N=C/c3ccc(OC)c(CN4CCOCC4)c3)c3ccccc3n2)c1	-2.5	11.3	0.2	1.2	-8.2	1.1	7.8	5.0
C/C(N)=C(/C#N)C(=O)COC(=O)c1cc(-c2cccc3ccccc23)nc2ccccc12	29.2	28.4	-9.0	24.4	-1.9	1.9	23.3	1.8
Cc1cccc(NC(=O)CNC(=O)c2ccc3c(c2)OCO3)n1	4.9	-17.9	2.5	-6.3	3.9	1.5	-3.3	0.5
Cc1cccc(NC(=O)CNC(=O)CSc2nnc(C(F)(F)F)n2C)c1C	12.6	3.2	0.3	-3.4	-13.9	-1.3	12.0	-1.3

# Record cards, from the list above. Screens in order: Mdm2-MdmX inh	tim10-1 inh	697 NFkB inh	TIM10 inh	Jurkat NFkB inh	UPR XBP1 act	tim23-1 inh	CHOP UPR activ
# `CCOc1ccc(CC(=O)NCc2cn3c(C)csc3n2)cc1` is listed as -14.5	-2.8	-12.9	-8.3	3.8	2.9	3.4	2.4
# `Cc1ccc(NC(=O)/C(=C\C=C\c2ccccc2)NC(=O)c2ccccc2)cc1` is listed as -26.1	-2.3	-3.7	3.8	-10.1	-7.4	-2.4	1.3
# `CCOC(=O)COc1c(OC)cc(Cl)cc1C1Nc2ccccc2C(=O)N1c1cccc(C)c1` (stereo not drawn) is listed as 4.5	32.6	-20.5	24.4	-21.0	-2.1	37.1	-0.8

# An unsorted share of the library. Share with any hit: about 6.6%.
